Screening data from PubChem.
miR122 inh – inhibitors of miR-122 in Huh7 cells | Huh7 miR-122 Renilla luciferase sensor, 48 h; neutral wells = 0, positive control = 100 | activation (reporter increase), % at 12.5 µM | 340,000 compounds, 0.3% hits;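 active = mean replicate activation score at least 90 and every replicate individually at or above 90; inconclusive = only one of the two criteria met; inactive = neither criterion met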;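 also: higher luciferase means less miR-122 activity so hits act as miR-122 inhibitors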
ERAP1 inh – inhibitors of human ERAP1 aminopeptidase | Q9NZ08 | recombinant ERAP1, Leu-AMC fluorescence, 60 min | inhibition, % at 10.7 µM | 340,000 compounds, 0.15% hits;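 active = mean replicate inhibition of at least 30%, or all replicates individually reaching that 30% level; inactive = mean below 30% and not every replicate reaching it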;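 also: 0% = neutral control wells and 100% = L-leucinethiol positive control wells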
Casp6 inh – caspase-6 (human) enzyme inhibition. inhibition, % at 12.5 µM. purified caspase-6, Z-VEID-R110 cleavage fluorescence. 350,000 compounds, 0.53% hits. AID 686996;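 active = mean inhibition across replicates at least about 35%, with every replicate also reaching that limit, limit read from the data; inconclusive = only one of the two criteria met; inactive = neither criterion met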;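 also: 0% = median of neutral control wells and 100% = no fluorescence left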
Target sequence (P55212 24-179 limits assumed): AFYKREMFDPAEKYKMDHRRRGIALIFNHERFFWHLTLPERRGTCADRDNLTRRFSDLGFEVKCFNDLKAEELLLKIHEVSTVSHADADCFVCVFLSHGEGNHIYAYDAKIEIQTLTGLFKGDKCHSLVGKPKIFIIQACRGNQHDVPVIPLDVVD
Target sequence (P55212 194-293 limits assumed): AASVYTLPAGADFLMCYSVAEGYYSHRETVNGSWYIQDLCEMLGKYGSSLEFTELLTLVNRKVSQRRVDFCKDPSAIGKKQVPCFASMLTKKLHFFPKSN
DENV2 CPE rescue – inhibitors of DENV2 cytopathic effect. DENV2-infected cells, cytopathic effect rescue, plate reader. CPE inhibition, % at 9.99 µM. 350,000 compounds, 1.7% hits; in the data active = CPE inhibition above about 20%, passing the limit was not always enough; inconclusive = no clear call, values can overlap the other calls; tested in BHK-21 cells;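 also: 0% = median of neutral control wells and 100% = median of positive control wells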
ERp5 block – blocks human ERp5 reductase activity on insulin | Q15084 | ERp5 insulin aggregation, absorbance 650 nm, 90 min | inhibition, % at 9.99 µM | 350,000 compounds, 0.05% hits;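 active = mean replicate inhibition above about 25%, with every replicate also reaching it, limit read from the data, passing the limit was not always enough; inconclusive = only one of those two criteria met; inactive = neither criterion met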
Target sequence (Q15084 whole entry, looked up): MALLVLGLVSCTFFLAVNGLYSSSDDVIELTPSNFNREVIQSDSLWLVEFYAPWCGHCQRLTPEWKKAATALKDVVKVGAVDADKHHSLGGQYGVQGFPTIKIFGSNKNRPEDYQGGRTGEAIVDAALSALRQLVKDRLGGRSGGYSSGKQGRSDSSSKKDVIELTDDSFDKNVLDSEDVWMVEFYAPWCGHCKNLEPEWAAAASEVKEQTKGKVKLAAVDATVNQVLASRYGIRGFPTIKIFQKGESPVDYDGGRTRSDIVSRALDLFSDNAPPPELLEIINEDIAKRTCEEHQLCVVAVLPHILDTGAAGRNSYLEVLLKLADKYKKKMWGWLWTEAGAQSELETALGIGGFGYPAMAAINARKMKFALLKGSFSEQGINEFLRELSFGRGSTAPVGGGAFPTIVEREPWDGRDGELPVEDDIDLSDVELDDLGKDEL
CFTR F508del cor – correctors of CFTR F508del function in bronchial epithelial cells; CFBE cells, YFP halide quenching; stimulated with forskolin plus potentiator P3; % fluorescence drop versus neutral controls; activity (quench increase), % at 7.58 µM; 350,000 compounds, 0.36% hits; AID 720511;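 active = mean added fluorescence quench of at least 8% versus neutral control, with both replicates also reaching 8%; inconclusive = only one of the mean or replicate conditions met; inactive = mean below 8% and not both replicates reaching 8%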;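 also: cells transiently co-express mutant CFTR-F508del with the halide-sensitive YFP; corrector assay measuring rescue of mutant channel to the surface after 24 h compound exposure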
SIRT5 block – blocks human SIRT5 desuccinylation of peptide; Q9NXA8; inhibition, % at 15 µM; Purified SirT5, succinyl-peptide AMC, trypsin-coupled fluorescence; 330,000 compounds, 1.1% hits; in the data active = inhibition above about 15%; inconclusive = no clear call, values can overlap the other calls
Target sequence (Q9NXA8 whole entry, looked up): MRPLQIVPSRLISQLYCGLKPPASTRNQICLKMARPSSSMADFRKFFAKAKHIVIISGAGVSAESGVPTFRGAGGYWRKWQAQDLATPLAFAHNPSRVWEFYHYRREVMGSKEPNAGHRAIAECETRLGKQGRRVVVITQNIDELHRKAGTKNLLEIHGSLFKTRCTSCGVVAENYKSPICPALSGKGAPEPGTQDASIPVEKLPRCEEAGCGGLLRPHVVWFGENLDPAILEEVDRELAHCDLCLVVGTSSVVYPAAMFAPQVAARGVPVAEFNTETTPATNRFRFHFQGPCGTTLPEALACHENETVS
Numbers without * were called inactive; ? = inconclusive; / = not tested or not shown; & = joins results of further samples; [ ] = remark or other dose.

Order of results: miR122 inh	ERAP1 inh	Casp6 inh	DENV2 CPE rescue	ERp5 block	CFTR F508del cor	SIRT5 block
Cc1cc(C)n2nc(C(=O)N3CCCC(Nc4ccc(F)c(F)c4)C3)cc2n1 (stereo not given)
    /	0	-1	2	4	-5.1	-1
Nc1ccc(S(=O)(=O)NC2=NCCCCC2)cc1
    -6	5	-8	-4	8	-2.1	0
Cc1nonc1C(=O)N/N=C/c1ccc(O)cc1O
    1	2	-4	3	-1	5.6	1
COc1ccc2nc(-n3c(C)ccc3C)sc2c1
    -3	9	4	/	-3	-1.4	0
O=C(Cc1ccccc1F)NNC(=O)c1cccs1
    -7	2	1	1	-5	-3.2	-2
CN1/C(=C\C(=O)c2cccc(S(=O)(=O)N3CCCCC3)c2)C(C)(C)c2ccccc21
    23	-3	2	-2	6	0.6	0
CC(C)NC(=O)Nc1cccc2c1O[C@H](CN(C)Cc1ccc3c(c1)OCO3)[C@H](C)CN([C@@H](C)CO)C2=O
    /	0	-2	-2	4	-1.1	-3
CCOC(=O)c1sc(Nc2ccc(OCC)cc2)nc1C
    /	-2	0	-1	2	4.9	-5
O=C(N[C@H]1CC[C@H](CCn2cc(-c3ccccn3)nn2)O[C@@H]1CO)c1ccncc1
    /	-4	2	19	3	1.9	-2
Cc1ccc(C(=O)NCc2cccnc2)cc1S(=O)(=O)N1CCCCCC1
    5	0	0	1	3	-2.1	-3
S=c1[nH]nc(COc2ccccc2)n1/N=C/c1ccccc1Cl
    -2	-1	1	6	3	1.2	-3
O=C(Nc1ccc2c(c1)S(=O)(=O)N=C1CCCCCN12)c1ccccc1Cl
    /	2	2	4	-2	1.9	-1
Nc1nc(N)c2cc(S(=O)(=O)c3ccc4ccccc4c3)ccc2n1
    /	3	0	-2	-4	4.5	-2
Cc1cc(C)c(C)c(S(=O)(=O)Nc2ccc(OCC(=O)O)cc2)c1C
    /	-2	2	-4	-2	-3.2	/
Cc1cccc(CN(C)C[C@H]2OCc3cnnn3CCCC(=O)N([C@H](C)CO)C[C@H]2C)c1
    -2[16.7 µM]	2	3	?	0	0.7	-2
COCCN(C(=O)COC(=O)CSc1cc(C)ccc1C)c1c(N)n(Cc2ccccc2)c(=O)[nH]c1=O
    -5	2	1	-6	-1	0.1	/
CCCCc1c(-c2ccccc2OC)ncn1Cc1cccc(F)c1
    /	2	3	12	-1	-0.2	/
COc1ccc(OCc2cc(C(=O)N3CCCC(CO)C3)no2)c2ccccc12 (stereo not given)
    /	3	4	-7	2	2.6	0
CCOCCCNC(=O)c1cc(Sc2ccc(F)cc2)nc2ccccc12
    /	-2	-4	15	-5	-1.5	-1
CN(C)C(=O)C[C@H]1CC[C@@H]2[C@H](COC[C@H](O)CN2S(=O)(=O)c2ccccc2)O1
    2[16.7 µM]	0	-1	0	1	1.0	3
COc1cccc(CNC(=S)Nc2ccc3c(c2)c(=O)n(C)n3C)c1
    -1	-2	8	4	-1	0.8	-4
Nc1ccc(S(=O)(=O)Nc2cnc3c(Cl)cccc3n2)cc1
    /	3	5	1	6	2.4	1
N#Cc1ccc(COC(=O)c2cnc(Cl)c(Cl)c2)cc1
    /	-1	-1	-1	-3	-0.9	0
O=C(C[C@@H]1C=C[C@@H](NC(=O)c2cccc(F)c2)[C@@H](CO)O1)NCc1ccc(Oc2ccccc2)cc1
    /	2	-4	-16	/	-1.1	0
COc1ccc(/C=C/C(=O)c2ccccn2)cc1
    /	4	13	4	0	0.7	-1
CCn1cc(-c2n[nH]c(=S)n2-c2ccc(C)cc2Br)c(=O)c2ccc(C)nc21
    -2	/	-3	5	4	-1.4	-6
Cc1ccc(-c2ccc3c(c2)O[C@H](CN(C)C(=O)CC2CC2)[C@@H](C)CN([C@@H](C)CO)S3(=O)=O)cc1
    -26[16.7 µM]	1	1	3	3	0.3	9
C[C@H]1CN([C@@H](C)CO)S(=O)(=O)c2ccc(C#CC3CCCCC3)cc2O[C@@H]1CN(C)C
    -31[16.7 µM]	-7	1	8	-1	0.2	4
COc1ccc(CNC(=O)C2(CC3CC(c4ccccc4)=NO3)CCN(C(=O)Cc3ccc(F)cc3)CC2)cc1 (stereo not given)
    /	-2	-2	5	-8	-1.3	-1
CCOC(=O)N1CCN(C(=S)NC(=O)c2ccc(F)cc2)CC1
    /	-1	/	1	-1	-1.1	9
N#C/C(=C(/O)COC(=O)c1ccccc1O)c1nc2ccccc2s1
    /	2	-1	8	-3	-1.1	14
C[C@H]1CN([C@@H](C)CO)C(=O)c2cc(NC(=O)CCCN(C)C)ccc2O[C@H]1CN(C)CC1CCCCC1
    -1[16.7 µM]	1	/	0	-1	-1.6	3
Cc1nn(CC(=O)Nc2cc(S(=O)(=O)N3CCOCC3)ccc2Cl)c(C)c1[N+](=O)[O-]
    -2	0	-1	-5	-12	-1.7	-2
COc1ccc(NC(=O)Nc2ccc3c(c2)[C@H]2C[C@H](CC(=O)N[C@@H](C)c4ccccc4)O[C@@H](CO)[C@H]2O3)cc1
    0[16.7 µM]	-1	-3	-4	-2	-0.9	2
Cc1cccc(C)c1NC(=O)CN1CCN(CC(=O)c2cc(C)n(C3CC3)c2C)CC1
    -1	1	2	8	-2	2.6	-4
COC(=O)c1ccc(NC(=S)NC(=O)c2c(-c3ccccc3)noc2C)cc1
    /	3	0	-3	1	-0.4	-1
CO[C@H]1CN(C)C(=O)c2ccc(NC(=O)Nc3cc(F)ccc3F)cc2OC[C@@H](C)N(C)C[C@@H]1C
    /	-2	0	0	-1	-0.1	5
CCCn1cnc2c(=S)nc(N)[nH]c21
    /	5	2	2	-9	1.3	13
Oc1ccc(C[C@H]2CNC(=S)N2C[C@H]2CCCN2C[C@H](Cc2ccccc2)N2C[C@H](Cc3ccccc3)N(CC3CCCCC3)C2=S)cc1
    /	1	4	-5	-3	-1.3	1
NC(=S)Nc1nc2ccccc2[nH]c1=O
    /	1	34	-1	1	3.8	6
CN(CC(=O)Nc1ccc(F)cc1)CC(=O)N1CCCC1
    -2	-1	0	-2	-8	-3.3	-1
COc1ccc(OCCNC(=O)C2(C)CCN2Cc2ccc3ccccc3c2)cc1 (stereo not given)
    -3	-1	-1	-4	3	3.1	/
C[C@@H]1CN([C@H](C)CO)C(=O)c2cc(NC(=O)C3CCCCC3)ccc2O[C@@H]1CN(C)C(=O)Nc1ccccc1
    -7[16.7 µM]	3	1	2	1	-2.0	4
COc1ccc(Cl)cc1NC(=S)NNC(=O)c1cccs1
    -3	/	1	8	-1	-1.0	/
CO[C@H](CN(C)C(=O)c1ccccc1F)[C@H](C)CN([C@H](C)CO)S(=O)(=O)c1ccccc1
    /	-1	0	0	0	1.4	0
O=C(NCC[C@H]1CC[C@H](NC(=O)C2CCOCC2)[C@@H](CO)O1)Nc1ccc(Cl)cc1
    /	0	0	0	0	0.9	-3
CCn1c2ccccc2c2n[nH]c(=S)nc21
    -8	0	0	-2	0	1.6	-6
O=C(Nc1cccc(Cl)c1N1CCOCC1)c1ccco1
    /	-1	5	11	3	-0.6	-4
Oc1ccc(Br)cc1C1Nc2ccccc2S1 (stereo not given)
    /	0	-1	11	4	1.3	-4
Cc1ccc(CCNC(=O)CCS(=O)(=O)c2ccc3nc(C)sc3c2)cc1
    -1	-2	-1	-10	10	3.6	/
COC(=O)Cc1c[nH]c2ccc(OCC(O)CNC(C)C)cc12 (stereo not given)
    -9	-3	-9	/	-1	-0.2	-6
CSc1ccc(CN(C)C(=O)c2ccc(S(=O)(=O)Nc3ccccc3)cc2)cc1
    7	3	7	2	-8	2.6	3
Cc1ccc(-c2ccc(S(=O)(=O)NCc3ccco3)cc2)cc1
    /	-1	4	7	-1	-1.5	-3
CN(C(=O)c1ccc(NC(=O)Cc2ccc(NC(=O)C3CCN(C(=O)C4CCCC4)CC3)cc2)cc1)C1CC1
    0	-1	/	-9	7	-2.2	/
Cc1ccnc(SCCn2c(N3CCCCC3)nc3c2c(=O)n(C)c(=O)n3C)n1
    -3	0	0	-11	9	-1.7	-4
OCCn1ccc(-c2ccccc2OCc2ccc(F)cc2)n1
    9	-1	6	-2	-3	1.1	4
Cn1nc(C(=O)O)c(=O)n(C)c1=O
    10	-2	/	6	-3	-2.5	-2
COc1cccc(NC(=O)CCNS(=O)(=O)c2cccc3nonc23)c1
    -9	-1	-1	7	-3	1.9	-4
CC(=O)N(C)C[C@H]1Oc2cc(-c3ccc(C#N)cc3)ccc2S(=O)(=O)N([C@@H](C)CO)C[C@H]1C
    -30[16.7 µM]	7	-1	-3	1	2.8	-2
COc1cccc(-c2csc(N3CCN(CC(=O)NNC(=O)c4ccco4)CC3)n2)c1
    /	1	2	/	-4	-6.1	1

Next structures.
Order of results: miR122 inh	ERAP1 inh	Casp6 inh	DENV2 CPE rescue	ERp5 block	CFTR F508del cor	SIRT5 block
COC(=O)c1sccc1NC(=O)c1ccccc1F
    -2	2	1	-2	2	-0.3	0
CCOC(=O)C1CCN(C(=O)/C=C/c2ccccc2)CC1
    /	-5	7	-2	2	2.2	-5
O=C(N[C@H]1C=C[C@@H](CC(=O)N2CCOCC2)O[C@H]1CO)c1ccc2c(c1)OCO2
    /	0	1	-6	-2	2.9	-2
COCC1=C(C(=O)OC)C(c2cccs2)n2ncnc2N1 (stereo not given)
    /	-7	2	4	3	-4.3	-1
O=C(Nc1ccccc1Cl)N1[C@@H]2CNC[C@H]1C2c1ccc(-c2ccccc2)cc1 (stereo not given in full)
    /	1&-1	0&2	6&-1	-2&3	2.1&-1.8	7&6
COc1ccc(Cl)cc1NC(=O)CN(C)C(=O)c1cccc(S(=O)(=O)N2CCN(C)CC2)c1
    /	-5	-7	2	3	1.5	-4
CCOc1cc(CNCc2cccnc2)ccc1OCC(=O)NC(C)(C)C
    4	1	-2	-6	4	-2.6	1
Nc1nc2c(F)c(F)c(F)cc2s1
    /	1	8	/	0	-1.1	0
Cc1ccc(S(=O)(=O)N2C[C@H](O)COC[C@@H]3O[C@H](CC(=O)N[C@H]4CCN(Cc5ccccc5)C4)CC[C@H]32)cc1
    1[16.7 µM]	-1	0	1	4	-3.3	-1
Cc1ccc(CN(C(=O)c2ccc(Cl)c([N+](=O)[O-])c2)C2CCS(=O)(=O)C2)o1 (stereo not given)
    -4	0	-1	0	0	0.3	-7
C[C@H]1CN([C@@H](C)CO)C(=O)c2cc(C#CC3(O)CCCC3)cnc2O[C@@H]1CN(C)Cc1cccnc1
    -1[16.7 µM]	-1	3	-3	1	-1.0	3
CNC(C)C#Cc1ccc2c(=O)c3cc(C)c(C)cc3oc2c1 (stereo not given)
    /	-3	2	-9	2	-0.9	/
COc1ccccc1S(=O)(=O)N[C@H]1CC[C@H](CCn2cc(C3CC3)nn2)O[C@@H]1CO
    /	-2	1	-3	1	0.0	1
COc1ccc(/C(C)=N\NC(=O)c2ccc(-c3ccccc3)cc2)c(F)c1
    3	-5	-1	-7	-1	-1.8	-3
O=C(c1ccco1)N1CCN(Cc2cc(=O)c(OCc3cccc(F)c3)co2)CC1
    -2	0	-1	7	-3	-0.8	4
CC1SCC(=O)N(CC(=O)Nc2ccc3c(c2)OCCO3)C1=O (stereo not given)
    /	6	-1	4	9	-0.4	-1
CCC1S/C(=N/N=C/c2ccco2)N(Cc2ccccc2C)C1=O (stereo not given)
    /	-3	6	7	3	/	1
COc1cccc(NC(=O)Nc2ccc(CC(=O)O)cc2)c1
    2	-10	-1	7	3	0.2	/
Cc1cc(OC(=O)c2ccccc2Cl)c([N+](=O)[O-])c(=O)[nH]1
    -6	-3	3	8	4	2.6	-1
O=C(CCN1CCCCC1)NCC[C@H]1CC[C@H](NC(=O)C2CCCCC2)[C@@H](CO)O1
    /	1	-4	6	-5	-0.2	1
O=C(NCCN1CCCCC1)[C@@H]1N[C@@H]2c3ccc(-c4ccc(F)cc4)c(=O)n3C[C@@H]2[C@H]1CO
    5[16.7 µM]	-6	7	7	-7	-1.4	3
